Bioassay records as filed in PubChem.
HepG2 viability – qHTS for Inhibitors of TGF-b: Cytotox Counterscreen. Potency, µM (doses to about 46.1 µM), inactives show at the top dose activity change, negative = cytotoxicity, most hits filed as cytotoxic. HepG2 CAGA-GFP viability, ATP luminescence, 18 h. AID 588856, 2011. hit rate 0.76% among 410,000; note: some results filed as inactive show a strong effect at the top dose
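HepG2 CAGA-GFP cells (1000/well, DMEM with 1% FBS) received compound, then TGF-beta at 500 pg/mL final, and were incubated 18 hours at 37 degrees C. Viability was read by CellTiter-Glo luminescence. Media-only wells were set as complete cell-killing and DMSO as no toxicity.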
ATXN viability – Viability Counterscreen for Primary qHTS for Inhibitors of ATXN expression; Potency, µM (series often up to 56.7 µM), usual class: cytotoxic; S2 cells (HEK-293 line with an ATXN2-luciferase reporter) viability, CellTiter-Fluor protease fluorescence, 24 h; hit rate 0.49% among 400,000; note: nearly all actives have a fitted effect of over 40% in size
ATXN2 expr inh – Primary qHTS for Inhibitors of ATXN expression; Potency, µM (highest dose often 57 µM), for the others: top-dose activity change, negative = inhibition, most hits filed as inhibitors; HEK-293 ATXN2-luciferase reporter, luminescence, 24 h; hit rate 0.72% among 360,000; AID 1745845, 2022; note: % is set by controls: 0 for no effect and ±100 for the full control effect; nearly all actives have a fitted effect of over 55% in size
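ATXN2-luciferase reporter cells (luciferase flanked by upstream and downstream ATXN2 gene portions) were treated 24 h at 37 °C with compounds at up to 57 uM. SteadyGlo luminescence gave expression; GF-AFC fluorescence gave viability.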
Nrf2 inh – Nrf2 qHTS screen for inhibitors. A549 ARE-Fluc reporter, luciferase luminescence, 18-24 h. Potency, µM (doses to about 46 µM), for the others: top-dose activity change, negative = inhibition, usual class: inhibitors. hit rate 2.1% among 360,000. AID 504444, 2011; note: % is set by controls: 0 for no effect and ±100 for the full control effect; nearly all actives have a fitted effect of over 60% in size
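Quantitative HTS in A549 cells stably bearing an antioxidant response element-firefly luciferase construct. Inhibition of Nrf2-driven transcription was scored by luminescence after 18-24 h of compound exposure at 37 °C.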
A549 viability – Nrf2 qHTS screen for inhibitors: counterscreen for cytotoxicity; A549 ARE-Fluc cells, CellTiter-Fluor viability, 18-24 h; Potency, µM (doses to about 46 µM), inactives show at the top dose activity change, negative = cytotoxicity, usual class: inhibitors; hit rate 0.16% among 390,000; AID 504648, 2011; note: % is set by controls: 0 for no effect and ±100 for the full control effect
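A549 ARE-Fluc cells in 5% FBS OPTI-MEM, 5000 cells/well, rested 2 h then exposed to compounds in concentration-response for 18-24 h at 37 °C. Viability by CellTiter-Fluor fluorescence (Ex 405/Em 525) after 30 min; luciferase luminescence (BugLite, 15 min, RT) read afterwards.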
MCF10A rerep – A quantitative high throughput screen for small molecules that induce DNA re-replication in MCF 10a normal breast cells | MCF 10A DNA re-replication, Hoechst nuclear intensity, 48 h | Potency, µM (top dose mostly 46.1 µM), inactives show at the top dose activity, positive = re-replication, hits mostly activators | hit rate 2.9% among 350,000; note: % of control where 0% means no effect; nearly all actives have a fitted effect of over 50% in size
Nrf2 ARE act – qHTS of Nrf2 Activators. AREc32 ARE-luciferase reporter (MCF7-derived line), luminescence, 24 h. Potency, µM (doses to about 46.1 µM), for inactives: at the top dose activation, hits mostly activators. hit rate 0.31% among 410,000. AID 624171, 2012; note: % of control where 0% means no effect; nearly all actives have a fitted effect of over 65% in size
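Steps: seed AREc32_Fluc cells (1000/well, 5% FBS OPTI-MEM); incubate overnight at 37 deg C; add 23 nL compound; incubate 24 hr; add Steady-Glo; hold 30 min RT; read luminescence.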
TGFb SMAD3 inh – qHTS for Inhibitors of TGF-b | hit rate 1.2% among 410,000 | Potency, µM (doses to about 46.1 µM), inactives show top-dose activity, negative = inhibition, hits mostly inhibitors | AID 588855, 2011 | HepG2 CAGA-GFP TGF-b/SMAD3 reporter, GFP fluorescence, 18 h; TGF-beta stimulated, 500 pg/mL final; note: % is set by controls: 0 for no effect and ±100 for the full control effect; nearly all actives have a fitted effect of over 65% in size
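Cell-based qHTS in HEPG2 carrying a CAGA-GFP Smad reporter; compounds added before 500 pg/mL final TGF-beta, 18 h incubation at 37 degrees C, GFP fluorescence quantified per cell by imaging cytometry.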
EPAC2 antagonist – qHTS for Antagonist of cAMP-regulated guanine nucleotide exchange factor 2 (EPAC2): primary screen; Rap guanine nucleotide exchange factor 4 (Homo sapiens), Q8WZA2; EPAC2 GEF exchange of Rap1B-BODIPY-GDP, fluorescence; Potency, µM (titrated, usually from 114 µM), without a hit: top-dose activity, negative = inhibition, most hits filed as inhibitors; hit rate 0.18% among 360,000; AID 720708, 2013; note: % is set by controls: 0 for no effect and ±100 for the full control effect; nearly all actives have a fitted effect of over 45% in size; many of its hits are not listed in these tables
Target sequence (Q8WZA2 whole entry, looked up): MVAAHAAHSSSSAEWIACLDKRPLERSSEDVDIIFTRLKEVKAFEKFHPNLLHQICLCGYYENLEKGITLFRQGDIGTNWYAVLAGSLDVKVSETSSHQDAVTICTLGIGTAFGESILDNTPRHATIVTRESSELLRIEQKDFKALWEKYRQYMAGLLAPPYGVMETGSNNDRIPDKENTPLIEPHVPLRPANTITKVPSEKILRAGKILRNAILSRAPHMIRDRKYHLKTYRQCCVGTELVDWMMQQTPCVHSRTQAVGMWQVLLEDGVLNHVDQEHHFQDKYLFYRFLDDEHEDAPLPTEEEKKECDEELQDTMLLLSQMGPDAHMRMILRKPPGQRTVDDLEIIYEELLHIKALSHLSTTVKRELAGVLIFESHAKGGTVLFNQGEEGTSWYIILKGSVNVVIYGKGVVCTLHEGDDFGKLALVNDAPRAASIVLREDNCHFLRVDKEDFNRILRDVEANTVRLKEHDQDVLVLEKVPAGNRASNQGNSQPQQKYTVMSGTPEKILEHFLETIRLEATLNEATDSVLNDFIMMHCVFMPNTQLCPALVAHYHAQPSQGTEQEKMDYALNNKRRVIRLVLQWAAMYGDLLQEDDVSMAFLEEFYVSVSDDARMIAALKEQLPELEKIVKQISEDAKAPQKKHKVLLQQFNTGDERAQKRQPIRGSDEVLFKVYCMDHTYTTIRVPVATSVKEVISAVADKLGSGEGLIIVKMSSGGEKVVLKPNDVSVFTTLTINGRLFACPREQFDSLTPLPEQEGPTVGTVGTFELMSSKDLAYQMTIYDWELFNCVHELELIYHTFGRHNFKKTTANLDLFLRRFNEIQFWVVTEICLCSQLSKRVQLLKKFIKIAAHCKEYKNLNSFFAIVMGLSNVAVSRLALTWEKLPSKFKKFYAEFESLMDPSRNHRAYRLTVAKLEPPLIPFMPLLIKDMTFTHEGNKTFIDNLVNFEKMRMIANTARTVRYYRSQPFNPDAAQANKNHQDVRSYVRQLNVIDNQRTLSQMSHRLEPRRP
An asterisk follows results filed as active; i = inactive; u = inconclusive; x = not tested or not shown; & = joins results of further samples; ! = a repeat was not active; [ ] = another dose, or the depositor's remark. Calls come from the whole dose curve; as a rule, active = well fitted curve in the direction sought with a large enough effect; inconclusive = small, poorly fitted or top-dose-only effect, or another doubt; inactive = no such curve, though single readings can be large; an effect the other way counts as inactive or inconclusive. Potency is the fitted concentration of half-maximal effect. An excerpt; the hit share may differ from the screen's.

SMILES	HepG2 viability	ATXN viability	ATXN2 expr inh	Nrf2 inh	A549 viability	MCF10A rerep	Nrf2 ARE act	TGFb SMAD3 inh	EPAC2 antagonist
C=CCC1(CC=C)CCCN1C(=O)CC1C(=O)NCCN1Cc1ccc(OC)c(OC)c1 (configuration not stated)	-10%	u	x	9%	-1%	0%	-0.5%	-5%	-3%
CCOC(=O)c1cccc(S(=O)(=O)N(CCO)Cc2cc3cc(OC)ccc3[nH]c2=O)c1	-9%	i	0%	10%	1%	u	0.5%	-21%	7%
COC(=O)[C@]12CCCCC=C1N(CCC1=CCCCC1)C(=O)[C@H](CC(=O)NCCCCc1ccccc1)C2	x	u	0%	x	x	x	-0.8%	x	-15%
O=C(c1cccc(Cl)c1)N1CCC2CC1c1cc(-c3ccccc3)ccc12 (configuration not stated)	-39%	i	1%	2%	2%	u	3.7%	u	-14%
Cc1cc(C)c(S(=O)(=O)NCC2CCC(C(=O)NCCc3ccccc3)CC2)c(C)c1 (configuration not stated)	-32%	x	x	x	-1%	x	0.8%	u	x
COc1cc(Cn2c3ccc(NC(=O)CCc4ccccc4)cc3c(=O)n2C)ccc1F	-32%	i	-18%	x	x	x	-0.1%[9.22 µM]	-17%	u
Cc1ccc(N2C(=O)CC(NCc3ccc4c(c3)OCO4)C2=O)cc1Cl (configuration not stated)	-18%	i	34%	u	4%	3%	3.6%	-6%	-11%
CC(=O)OCC(NC(=O)C(C)NC(=O)OC(C)(C)C)C1OC(n2cc(F)c(=O)[nH]c2=O)C(OC(C)=O)C1OC(C)=O (configuration not stated)	-5%	x	x	-3%	-1%	x	x	-4%	x
O=[N+]([O-])c1ccc(-c2nc(-c3cccs3)c(-c3cccs3)[nH]2)cc1	-48%	u	u	u	u	u	-1.4%	-12%	3%
COc1ccc([C@H]2CC(=O)C=C(c3cccc(C(F)(F)F)c3)C2)cc1	2%	i	8%	-9%	5%	u	2.4%	-10%	-18%
Cc1cccc(OCC(=O)Nc2ccc(CN3CCOCC3)cc2)c1C	-27%	i	5%	2%	1%	-25%	-1.3%	-20%	-2%
CC(C)(C)c1ccc(SCCc2ccccn2)cc1	4%	i	20%	u	10%	11%	-0.2%	-8%	-9%
O=c1c2ccccc2nc(SCc2nnc(-c3ccccc3)o2)n1-c1ccc(F)cc1F	-15%	u	-9%	x	-3%	1%	0.4%	2%	-3%
CCC(C)Nc1ccc(NC(C)CC)cc1 (configuration not stated)	13µM*!	x	u	0.073µM*	0.15µM*	2.6µM*	-2.8%	11µM*!	-13%
Cc1cc(Br)cn2c(Cc3ccccc3)c(-c3cccc(Cl)c3)nc12	x	i	19%	x	x	x	8.8%	x	-17%
COc1ccc(N(/N=C2\Sc3ccccc3C2=O)C(C)=O)cc1	1%	i	30%[activator]	11%	0%	-1%	2.0%	0%	7%
CCCCSc1nc2c(cc1C#N)CCC2	-6%	i	-6%	-23%	3%[1.84 µM]	u	-0.5%	-2%	5%
CCOc1ccc(OCC)c(S(=O)(=O)n2cnc(C)c2)c1	-1%	i	2%	0%	7%	1%	0.4%	-9%	0%
Nn1c(-c2ccccn2)nnc1-c1ccccn1	-18%	i	24%	17%	-3%	-2%	0.7%	1%	-6%
Cc1c(NP(=O)(Oc2ccccc2F)Oc2ccccc2F)c(=O)n(-c2ccccc2)n1C	-1%	i	-2%	0%	0%	0%	-0.6%	u	3%

Overlap with the part before: 5 entries, then new ones.
SMILES	HepG2 viability	ATXN viability	ATXN2 expr inh	Nrf2 inh	A549 viability	MCF10A rerep	Nrf2 ARE act	TGFb SMAD3 inh	EPAC2 antagonist
COc1ccc(N(/N=C2\Sc3ccccc3C2=O)C(C)=O)cc1	1%	i	30%[activator]	11%	0%	-1%	2.0%	0%	7%
CCCCSc1nc2c(cc1C#N)CCC2	-6%	i	-6%	-23%	3%[1.84 µM]	u	-0.5%	-2%	5%
CCOc1ccc(OCC)c(S(=O)(=O)n2cnc(C)c2)c1	-1%	i	2%	0%	7%	1%	0.4%	-9%	0%
Nn1c(-c2ccccn2)nnc1-c1ccccn1	-18%	i	24%	17%	-3%	-2%	0.7%	1%	-6%
Cc1c(NP(=O)(Oc2ccccc2F)Oc2ccccc2F)c(=O)n(-c2ccccc2)n1C	-1%	i	-2%	0%	0%	0%	-0.6%	u	3%
CSc1nc2c(c(=O)[nH]1)C(c1cccc(Cl)c1Cl)CC(=O)N2 (configuration not stated)	-25%	u	-9%	1%	-1%	0%	0.2%	6%	3%
CCC(C)NC(=O)c1c(C)oc2nc(C)nc(N3CCOCC3)c12 (configuration not stated)	-2%	x	x	u	-13%	x	-0.5%	-10%	x
COc1cc(F)ccc1CN1CCC(n2nccc2NC(=O)C2CCOC2)CC1 (configuration not stated)	1%	i	1%	1%	-6%	1%	0.0%	u	1%
CCN(CC)C(=O)c1c(-c2ccccc2)oc2ccc(O)cc12	-17%	i	-4%	6%	1%	-2%	2.6%	-7%	-6%
Cc1ccc(C)c(NC(=S)NNC(=O)c2ccco2)c1	6%	i	9%	x	14%	-10%	u	u	6%
Cc1ccc(-c2nc(=S)c3c(n2Cc2ccco2)CC(C)(C)OC3)cc1	-19%	i	-14%	-12%	2%	u	u	1%	-22%
CC/C(=N\NC(=O)c1cc(C)oc1C)c1ccc(OC(F)F)cc1	-34%	i	x	x	x	x	6.0%	-13%	-1%
Cc1ccc(OCCNC(=O)c2ccc3ccccc3n2)cc1	-25%	i	32%	u	9%	u	16%	-16%	-3%
C/C(=N/NC(=O)c1ccc(Br)o1)c1cccs1	0%	i	51%[activator]	u	4%	6%	u	1%	-8%
Cc1noc(C)c1C(=O)Nc1nnc(CC(C)C)s1	-8%	i	2%	5%	1%	1%	-0.5%	6%	3%
Cc1ccc(-n2c(=O)c3ccc(C(=O)NCc4ccco4)cc3n(CC(=O)Nc3ccccc3C(F)(F)F)c2=O)cc1	-1%	i	16%	8%	7%	x	0.6%	-22%	x
COC(=O)c1cc(OC)c(OC)cc1NC(=O)c1ccc2c(c1)CCN2S(=O)(=O)c1ccccc1	4%	i	-3%	6%	0%	x	-0.8%	u	x
CCCCn1c(N)c(N(CCOC)C(=O)C2CCN(c3ncnc4sc(C)c(C)c34)CC2)c(=O)[nH]c1=O	12%	i	-1%	1%	2%	-1%	0.4%	2%	1%
CCOC(=O)C1=C(C)OC(N)=C(C#N)C1c1cc2cc(C)ccc2nc1N1CCCCC1 (configuration not stated)	-20%	u	8%	7%	-15%	24%	13%	-4%	-5%
CCOC(=O)CCCCCC(=O)Nc1ccc2c(c1)CC(=O)N([C@H](C)CO)C[C@@H](C)[C@H](CN(C)Cc1ccc3c(c1)OCO3)O2	-3%	i	3%	29%	3%	u	3.8%	-9%	-13%
COc1cccc(NC(=S)NN2C(C)CCCC2C)c1 (configuration not stated)	24%	i	7%	-10%	-10%	-1%	-0.6%	-2%	2%
O=C(COc1ccc(-c2ccccc2)cc1)N/N=C/c1cc(O)ccc1Br	-63%	u	-6%	6%	9%	u	2.2%	13µM*	-8%
NC(=O)c1ncn([C@@H]2O[C@H](CNS(=O)(=O)c3cc4ccccc4s3)[C@@H](O)[C@H]2O)n1	5%	i	9%	0%	0%	-31%[inhibitor]	-1.3%	45%	-18%
C/C(=N\NC(=O)c1cccnc1)c1ccc(OC2OCCOC2Oc2ccc(/C(C)=N/NC(=O)c3cccnc3)cc2)cc1 (configuration not stated)	14%	i	-3%	u	-13%	1%[9.22 µM]	5.7%	0%	-8%
Cc1cccc(OCCNC(=O)c2ccc(Cl)c(S(=O)(=O)NCc3cccnc3)c2)c1	-7%	i	-28%	8%	u	5.8µM*	0.4%	u	5%
CCN(CC)CCNC(=O)c1ccc(NC(=O)c2ccccc2-c2ccc(C(F)(F)F)cc2)cc1	-51%	i	u	9%	4%	21µM*	6.1%	u	2%
O=C(c1cccc(Br)c1)N1CCN(Cc2cc(=O)n3nc(-c4ccccc4)sc3n2)CC1	-18%	x	x	x	2%	x	-1.1%	-2%	x
CC(C)c1ccc(NC2CCCN(C(=O)c3ccncc3)C2)cc1 (configuration not stated)	0%	i	-7%	14%	-5%	-3%	2.0%	-15%	-1%
Cc1ccc(S(=O)(=O)N2CCCCC2)cc1C(=O)N1CCN(CCO)CC1	0%	i	1%	-9%	-2%	-5%	-1.0%	10%	2%
CCn1cc(C(=O)NCCCOC)c(=O)c2cc(S(=O)(=O)N3CCCC3)ccc21	9%&-14%	i	0%	10%&-9%	1%&3%	3%	-0.2%&0.5%	14%&-24%	4%
CCOC(=O)c1ccc(NNC(=O)CC)c([N+](=O)[O-])c1	5%	i	x	5%	7%	5%	-0.8%	0%	3%
CC(=O)Nc1cccc(NC(=O)CSc2nnc(Cc3cccn3C)n2-c2ccc(C)cc2)c1	-12%	i	7%	-21%	-2%	-3%	0.9%	-13%	-1%
COc1cc(OCc2ccccc2)c(CC(=O)O)c([N+](=O)[O-])c1	-1%	i	x	x	x	x	18%	1%	1%
ONC(=Nc1ccccc1)C(=Nc1ccccc1)NO	4%	i	7%	-1%	-4%	0%	-0.2%	-38%	0%
N#Cc1ccccc1NC(=O)c1cc(=O)c2ccccc2o1	-3%	i	17%	-13%	0%	0%	1.0%	-33%	-9%
O=C(OCCC1Oc2cccnc2NC1=O)c1ccc(F)cc1 (configuration not stated)	-6%	i	-25%	9%	-1%	0%	3.0%	-15%	-1%
CC(C)OC(=O)CC(=O)CSc1nc2c(c(-c3cccs3)c1C#N)CCC2	-1%	x	x	21%	6%	21µM*	3.6%	-9%	0%
CCOC(=O)c1c(NC(=O)C(C)NCc2ccco2)sc2c1CCC(C)C2 (configuration not stated)	1%	i	-17%	-19%	-5%	u	0.7%	-22%	-15%
